Screens deposited in PubChem by National Center for Advancing Translational Sciences (NCATS).
Lipid storage S3: qHTS Assay for Lipid Storage Modulators in Drosophila S3 Cells; Drosophila S3 cells, BODIPY lipid droplet fluorescence, 18-24 h; cells fed with added oleic acid; lipid storage change, negative = inhibition, % at the top dose, mostly 46.1 µM; hits show Potency in µM; 320,000 tested, 0.64% active; active = well fitted inhibition curve with a large enough effect in the signal ratio, with a control signal flat, not every such curve was filed as active; inconclusive = small, poorly fitted or top-dose-only effect, or effect the other way, or a change in a side signal; the % refers to the signal ratio
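Drosophila S3 cells got compounds at several concentrations plus oleic acid (400 uM solution). Laser-scanning cytometry with 488 nm excitation read lipid droplets at 500-530 nm and cells at 575-640 nm. Percent activity was relative to 20 uM Triacsin C.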
Lipid storage S3 cell count max: also measured in Lipid storage S3; calls as there; cell number change, %; measured here: cell count max response;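 cells counted by Cell Tracker Red CMTPX staining in the red channel; peak over a dose series mostly up to 46.1 µM; percent activity relative to internal control wells on each plate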
* hit, by the source's call; i = inactive; ? = inconclusive; nt = not tested or not shown; [ ] = remark or other dose. % is scaled to controls: 0 for no effect and ±100 for the full control effect; potency is read from the fitted curve at half-maximal effect. The list is partial. The share of hits here may be higher or lower than overall.

The opening 2 compounds as a preview:
Lipid storage S3,Lipid storage S3 cell count max,mol
?,nt,CC(C)n1nc(C(=O)NC2CCCCCC2)c2ccccc2c1=O
-12.6%,-15.8,O=C(O)c1ccccc1/C=N/NC(=S)NC1CCCCC1

All compounds of this part (from the top)
Lipid storage S3,Lipid storage S3 cell count max,mol
?,nt,CC(C)n1nc(C(=O)NC2CCCCCC2)c2ccccc2c1=O
-12.6%,-15.8,O=C(O)c1ccccc1/C=N/NC(=S)NC1CCCCC1
17.7%,-9.8,CCOC(=O)N1CCN(S(=O)(=O)N2CCCC(C(=O)NCCCN3CC(C)CC(C)C3)C2)CC1 (stereo not given)
?,nt,CCOC(=O)c1c(C)[nH]c(C(=O)CSc2nc(C)cc(C)n2)c1C
?,nt,CC(C)C(C)(C#N)NC(=O)CN1C(=O)NC2(CCCc3ccccc32)C1=O (stereo not given)
?,nt,COc1ccc(CC2(CO)CCN(S(=O)(=O)c3cccc4cccnc34)CC2)cc1
?,nt,COc1cccc(C(=O)Cn2c(NCCCO)nc3ccccc32)c1
2.6%,6.1,CCN(CC)S(=O)(=O)c1ccc(N2CCOCC2)c(NC(=O)CC(C)(C)C)c1
10.1%,10.7,CNC(=S)N(CCCO)Cc1cc2cc3c(cc2[nH]c1=O)OCO3
?,nt,N#Cc1cc(C(=O)c2cc(Br)ccc2O)cn(C2CCCCC2)c1=O
?,nt,CCN(CC(=O)Nc1cc(Cl)ccc1C)C(=O)C1CC1
i,nt,CCn1cc(SCC(=O)N2CCc3ccccc32)c2ccccc21

Ordered by SMILES length (lowest first): part of the list above
Lipid storage S3,Lipid storage S3 cell count max,mol
?,nt,CCN(CC(=O)Nc1cc(Cl)ccc1C)C(=O)C1CC1
?,nt,N#Cc1cc(C(=O)c2cc(Br)ccc2O)cn(C2CCCCC2)c1=O
?,nt,COc1ccc(CC2(CO)CCN(S(=O)(=O)c3cccc4cccnc34)CC2)cc1

(further entries)
Lipid storage S3,Lipid storage S3 cell count max,mol
1.6%,10.3,COc1ccc(SCc2noc(C(=O)NCC3CCCO3)c2C(=O)O)cc1 (stereo not given)
?,nt,Cc1ccc(C(=O)OCC(=O)N(C)c2ccccc2)c(C)c1
-12.4%,7.7,O=S(=O)(Cc1ccccc1)N1CCN(c2ccccc2)CC1
3.9%,13.9,Cc1ccc(-c2nnc(OCC3CCCO3)c3ccccc23)cc1 (stereo not given)
0.5%,2.8,COc1ccccc1OCCCC(=O)NCc1ccco1
8.9%,5.0,Cc1c(-c2nc(-c3ccc(C(C)(C)C)cc3)no2)n(C)oc1=O
?,nt,O=C(Nc1nc2ccccc2[nH]1)c1cccc(Br)c1
-8.8%,2.5,COc1ccc2c(=O)cc(C(F)(F)C(F)(F)F)oc2c1
i,nt,Cc1cccc(NCc2ccccc2O)c1
i,nt,COc1cc2c(cc1OC)CN(Cc1nc3ccsc3c(=O)[nH]1)CC2
20.7%,nt,CSc1ncccc1C(=O)Nc1nc2ccc(Oc3ccccc3)cc2s1
?,nt,Cc1cnc(NC(=O)CN(C)S(=O)(=O)c2ccc(Cl)cc2)s1
?,nt,O=C(NNC(=O)c1ccc(S(=O)(=O)N2CCCC2)cc1)c1ccc(Br)cc1
?,nt,CCN1CCN(C(=O)N[C@@H](C(=O)N[C@@H]2C(=O)N3[C@@H]2SC(C)(C)[C@@H]3C(=O)O)c2ccccc2)C(=O)C1=O
i,nt,CS(=O)(=O)N(CC(=O)N1CCCCCC1)c1ccccc1
?,nt,CN(C)CCCNC(=O)c1cc2sc3ccccc3c2s1
-4.2%,12.2,CC(C)(C)OC(=O)NCCCC[C@H](NC(=O)c1nc[nH]c1C(=O)NC(c1ccccc1)c1ccccc1)C(=O)OC(C)(C)C
14.6%[0.0737 µM],nt,CN1CCC(N(C)S(=O)(=O)c2ccc(NC(=O)COc3ccc([N+](=O)[O-])cc3)cc2)CC1
i,-25.9,CCC(=O)N1CCc2cc(S(=O)(=O)NCCC(=O)N3CCN(c4ccccc4)CC3)ccc21
5.3%,16.0,CCN(C(=O)COC(=O)CN(C)S(=O)(=O)c1ccc(NC(C)=O)cc1)C1CCS(=O)(=O)C1 (stereo not given)
?,nt,O=C(Nc1cc(C(F)(F)F)ccc1N1CCOCC1)c1cn2ccccc2n1
-1.4%,nt,Cc1ccc(Cn2c(C(=O)O)cc3sccc32)cc1
?,nt,O=C(Nc1ccc(F)c(Cl)c1)Nc1ccc(Cl)cn1
?,nt,CC(=O)Nc1sc(N/N=C/c2ccccc2F)nc1-c1ccc(C)cc1
-0.2%,3.9,CCN(CC)S(=O)(=O)c1ccc(-c2nnc(SCC(N)=O)n2CC)cc1
?,nt,CCOC(=O)c1c(-c2ccccc2)csc1NC(=O)C(C)NCCCN1CCOCC1 (stereo not given)
10.1%,-6.0,CCOC(=O)CSc1nnc(NC(=O)c2cccc([N+](=O)[O-])c2)s1
-10.5%,18.6,O=C(CCSc1ccc(Cl)cc1)Nc1cccnc1
?,nt,C=CCN=C(NC#N)SCC(=O)c1cccc(OC)c1
?,nt,O=C(O)C1C2C=CC(O2)C1C(=O)Nc1ccccc1C(F)(F)F (stereo not given)
?,nt,CCN(CC)c1ccc(C2CC(=O)NC3=C2C(=O)CC(C)(C)C3)cc1 (stereo not given)
?,nt,C=CCOc1cccc(C(=O)/C=C2/C(=O)Nc3ccccc32)c1
-8.2%,-9.4,O=C(NCc1cccs1)c1ccc2ccccc2n1
1.3%,nt,CCCOc1ccc(C(=O)N/N=C/c2c[nH]c3ccc(Br)cc23)cc1
?,nt,CCOc1ccccc1NC(=O)CN1C(=O)NC(Cc2c[nH]c3ccccc23)C1=O (stereo not given)
i,-12.6,CCCn1c(=O)[nH]c(=O)c2c1nc(-c1ccccc1)n2CCN1CCOCC1
i,nt,CN(c1ccccc1C(=O)Nc1ccc(S(=O)(=O)N2CCCC2)cc1)S(C)(=O)=O
6.2%,13.3,N#Cc1c(N2CCCCC2)nc(N)c2c(N)nc(SCC(=O)O)cc12
?,nt,CC(C)Cc1ccccc1O
0.1%,22.1,O=C1CSC(c2ccccc2)N1c1nc(-c2ccc(Cl)cc2Cl)cs1 (stereo not given)
?,nt,O=C(CSc1ccccn1)N1CCN(C(=O)CSc2ccccn2)CC1
4.3%,-6.8,O=C(COC(=O)c1ccc(S(=O)(=O)N2CCOCC2)cc1)NC1CCCCCC1
?,nt,CCOc1ccc(/C=N/N2CCN(Cc3ccccc3)CC2)cc1
?,nt,COc1ccc(-c2csc3nc(-c4ccccc4OC)oc(=O)c23)cc1
?,nt,COc1ccccc1N1N=C(c2ccc([N+](=O)[O-])cc2)CC1c1ccccc1 (stereo not given)
?,nt,Cc1noc(/C=C/NCc2cccnc2)c1S(=O)(=O)N(C)CC(=O)N1CCc2ccccc21
?,nt,O=C(c1cccs1)N1CCN=C1SCc1cccnc1
?,nt,COC(=O)c1nnn(-c2nc(N3CCOCC3)nc(N3CCOCC3)n2)c1C
?,nt,O=C(Nc1nc(-c2cccc([N+](=O)[O-])c2)cs1)c1cccc([N+](=O)[O-])c1C(=O)O
-5.8%,-19.5,CN(C)CCCOC(=O)COc1ccc(Br)cc1
-4.4%,-16.6,CCC(=O)Nc1ccc(/C(C)=N\NC(=O)c2ccc(C)s2)cc1
-3.1%,-4.5,CCN1CCCc2cc(CN(CCN3CCOCC3)C(=S)Nc3cccc(Cl)c3)ccc21
5.4%,nt,CC1CCN(S(=O)(=O)CCNC(=O)c2ccccc2)CC1
-1.3%,-2.5,COCCCNCC(=O)Nc1ccc(OC(F)(F)F)cc1
?,nt,COc1ccc(-c2ncc3ccccn23)cc1OC
-14.8%,-10.5,O=S(=O)(c1cccs1)N1CCC(CO)(Cc2cccc(F)c2)CC1
?,nt,Fc1ccc(-c2cnn3c(-c4ccncc4)ccnc23)cc1
i,25.2,Cc1ccc(NC(=S)N2CCC(NC(=O)c3ccccc3)CC2)cc1
1.9%,-9.8,CCc1ccc(CNCc2cccs2)cc1
9.4%,-5.3,COC(=O)c1ccc2[nH]c(C)c(CN3CCCC3)c(=O)c2c1

Continued.
Lipid storage S3,Lipid storage S3 cell count max,mol
?,nt,COc1ccccc1N1CCN(C(=S)Nc2ccc(F)cc2)CC1
?,nt,O=C(C1CC=CCC1)N1CCN(C(=O)C2CC=CCC2)CC1 (stereo not given)
?,nt,O=C(CN1C(=O)COc2ccccc21)N(Cc1ccc2c(c1)OCO2)CC1CCCO1 (stereo not given)
?,nt,Cn1c(=O)c(-c2cc(=O)[nH][nH]2)c(O)c2ccccc21
?,nt,Cc1ccc(NC(=O)C2=CC(c3ccc(C)cc3)=NS(=O)(=O)N2C)cc1
?,nt,NNC(=O)c1nc[nH]c1C(=O)Nc1ccccn1
?,nt,S=c1[nH]nc(-c2cc(-c3ccccc3)n[nH]2)n1/N=C/c1c2ccccc2cc2ccccc12
12.1%,-0.7,COc1ccc(/C=N/NC(=O)Cn2cnc3ccccc3c2=O)cc1OC
?,nt,O=C1CC(C(=O)O)S/C(=N\NC(=O)c2ccccc2)N1 (stereo not given)
?,nt,O=C(CCS(=O)(=O)c1ccc(F)cc1)Nc1ccc(N2CCN(Cc3ccccc3)CC2)cc1
-14.1%,-17.8,FC(F)(F)c1cc(-c2ccccc2)nc2nc(N3CCOCC3)sc12
14.2%,7.5,Cc1cc(=O)n(Cc2ccccc2)c2c(C)cccc12

Whole records, looked up by structure.
Cc1ccc(NC(=O)C2=CC(c3ccc(C)cc3)=NS(=O)(=O)N2C)cc1 is listed with Lipid storage S3: ?; Lipid storage S3 cell count max: nt
COc1ccccc1N1CCN(C(=S)Nc2ccc(F)cc2)CC1 is listed with Lipid storage S3: ?; Lipid storage S3 cell count max: nt

New compounds follow:
Lipid storage S3,Lipid storage S3 cell count max,mol
2.0%,3.3,COc1ccc(C2CC(c3cccs3)n3nc(N)nc3N2)cc1 (stereo not given)
i,-19.1,CCOc1ccccc1NC(=O)CCC(=O)Nc1nnc(C2CCCCC2)s1
-1.0%,22.6,O=S(=O)(NCCNc1ncc(C(F)(F)F)cc1Cl)C(F)(F)F
27.4%,-0.4,Cc1[nH]c2ccccc2c1C(=O)COc1ccccc1
i,-10.8,CC1CCCCC12NC(=O)N(CC(=O)NC(=O)NCc1ccco1)C2=O (stereo not given)
?,nt,CCCCN(C(=O)CCC(=O)Nc1cc(C)on1)C(C(=O)NC1CCCC1)c1cccc(OC)c1 (stereo not given)
?,nt,NC(=O)Nc1ccccc1C(=O)N1CCC(O)(c2ccc(Cl)cc2)CC1
i,nt,CC(=O)N1CCC(N(C(=O)Nc2ccc(Cl)cc2)C(C)C)CC1
-5.1%,8.6,O=C(CC1C(=O)NCCN1C(=O)Nc1ccc(F)cc1)Nc1ccc(F)cc1 (stereo not given)
?,nt,CC(=O)c1c(C)nn(CCC(=O)O)c1C
?,nt,Cc1cc(F)ccc1S(=O)(=O)Nc1ccc(C(=O)N2CCCCCC2)cc1
?,nt,O=S(=O)(NCc1ccc(Cl)cc1)NCc1ccccc1F
?,nt,CCc1ccccc1-n1c(SCC(=O)NC)nnc1-c1cccnc1
3.1%,0.0,Cc1cc(-c2nnc(CCC(=O)NC(Cc3ccccc3)c3ccccc3)o2)no1 (stereo not given)
0.5%,-9.6,Cc1ccc2c(c1)N(CC(=O)N1CCCC1)C(=O)CO2
?,nt,O=C(COc1ccc(Cl)cc1)OCc1csc(Nc2ccccc2)n1
?,nt,COc1ccc(C(=O)NN2CCOCC2)cc1[N+](=O)[O-]
?,nt,CN(C)CCCNC(=O)c1ccc(-c2ccccc2)cc1
?,nt,COc1ccc(/C=C/C(=O)N(C)Cc2cccs2)cc1S(=O)(=O)N1CCOCC1
?,nt,CCCCNC(=O)CSc1nc(Cc2ccccc2)nc2ccccc12
?,nt,Cc1cc(C(=O)NCC(C)(C)N2CCOCC2)c(C)o1
?,nt,CC(=O)Nc1ccc(-c2nnc(SCC(=O)n3c4c(c5ccccc53)CCCC4)n2C)cc1
?,nt,CC(=O)N1CC(C)Oc2ccc(S(=O)(=O)NC(CC(=O)O)c3ccccc3)cc21 (stereo not given)
?,nt,O=C(NCC1CCCO1)c1ccc(Cl)c(S(=O)(=O)N2CCOCC2)c1 (stereo not given)
-6.7%,-11.3,CC(C)c1nnc(NC(=O)CCC(=O)N2CCN(c3ccccn3)CC2)s1
?,nt,CCc1ccc(C(=O)Nc2cccnc2Oc2ccc(Cl)cc2)cc1
?,nt,COc1ccccc1-c1nnc(SCC(=O)c2c(N)n(C3CC3)c(=O)[nH]c2=O)n1C
?,nt,CCC(=O)OC1CC(C)N(C(=O)c2ccccc2)c2ccc(C)cc21 (stereo not given)
-1.6%,0.5,COC(=O)c1ccc2c(c1)C(=O)N(C1CCCCC1)C2=O
?,nt,CCOC(=O)c1c(C)[nH]c(C)c1C(=O)COC(=O)/C=C/c1ccc(Cl)cc1
?,nt,CC(C)(C)c1ccc(C(=O)N2CCN(c3ccc(N4CCOCC4)nn3)CC2)cc1
8.2%,2.8,Cc1ccc(-c2cc3nc(-c4ccccc4)cc(N4CCOCC4)n3n2)cc1
1.7%,6.3,COC(=O)CSc1nnc2cc(C)c3ccccc3n12
-6.5%,3.4,CCc1ccccc1Nc1nc(-c2cccnc2)cs1
13µM*,-1.4*,CCOCCCNC(=O)C(Cc1ccccc1)NC(=O)c1ccco1 (stereo not given)
-2.8%,-15.5,O=C(NC1CC1)C1CCN(S(=O)(=O)c2ccc(Cl)c([N+](=O)[O-])c2)CC1
?,nt,O=C(Nc1nccs1)C1CCCN1S(=O)(=O)c1cccc2cccnc12 (stereo not given)
?,nt,Cc1ccc(-c2n[nH]c3c2C(c2cccc(O)c2)N(c2ccc(C(=O)O)cc2)C3=O)cc1 (stereo not given)
